# High-throughput results: PubChem, National Center for Advancing Translational Sciences (NCATS)
# Akt phos inh – Akt phosphorylation inhibition; activity change, % for hits at 50 µM; hit rate 0.32% among 360,000; AID 651550; Neuro2A IGF-stimulated pAkt S473 HTRF, 20 min; stronger effect = lower value; in the data active means activity change below about -80%; inconclusive means mostly about -51% to -80%; further: on the % scale 0 is the no-effect control and ±100 the full control effect
#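 Single-point screen (50 µM final compound) in Neuro2A cells stimulated 20 min with 6 nM IGF at 37 deg C. After lysis, Ser473-phosphorylated Akt read by HTRF (ex 330 nm, em 615/665 nm) as the 665/615 ratio.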
# D3 ag – activates the human D3 dopamine receptor; hit rate 0.58% among 410,000; max activation, %; P35462; D3R DiscoveRx beta-arrestin cells, luminescence, 90 min; AID 652048; in the data active means max activation above about 30%; further: 0% is about no effect; mostly tested at two doses, the higher about 12 µM
# Target sequence (P35462 whole entry, looked up): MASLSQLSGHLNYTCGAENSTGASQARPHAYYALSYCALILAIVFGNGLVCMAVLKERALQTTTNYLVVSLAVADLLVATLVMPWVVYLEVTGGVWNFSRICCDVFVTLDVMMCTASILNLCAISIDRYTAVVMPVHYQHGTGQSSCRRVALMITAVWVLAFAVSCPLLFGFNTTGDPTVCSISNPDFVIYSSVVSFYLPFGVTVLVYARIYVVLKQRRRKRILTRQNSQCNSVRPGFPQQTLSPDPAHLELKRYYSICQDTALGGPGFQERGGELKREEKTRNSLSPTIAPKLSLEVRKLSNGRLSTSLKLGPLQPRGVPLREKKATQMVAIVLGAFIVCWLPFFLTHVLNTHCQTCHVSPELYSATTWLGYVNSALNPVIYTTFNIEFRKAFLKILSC
#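 Agonist-mode cell screen: cells plated at 1500/well and incubated overnight at 37 °C, then exposed to library compounds for 90 min at 37 °C. Detection reagent was added for 30–60 min at room temperature, and luminescence was read.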
# CCT modulator – cytosolic chaperonin activity modulation | hit rate 0.3% among 360,000 | AID 651819 | activity change, % (test concentration not listed), hits read low | purified chaperonin ATPase assay, HTRF ADP detection, 30 min; in the data active means activity change below about -30%; further: on the % scale 0 is the no-effect control and ±100 the full control effect
#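 TRiC at 40 or 20 nM final (batch-dependent) in 30 mM Tris pH 7.4, 100 mM KCl, 5 mM MgCl2, 1 mM DTT, with compound at single 76 uM and 10 uM ATP, 30 min at 37 deg C. ADP detected by HTRF Transcreener, 665/615 ratio.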
# D3 antag – blocks the human D3 dopamine receptor; max response, negative = inhibition, %; P35462; D3R cells, DiscoveRx beta-arrestin luminescence, antagonist mode; stronger effect = lower value; hit rate 2.5% among 360,000; in the data active means max response below about -50%; inconclusive means no clear call, values can overlap the other calls; further: on the % scale 0 is the no-effect control and ±100 the full control effect; mostly tested at two doses, the higher about 12 µM
#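 Cells expressing the human receptor were seeded at 1500 cells/well, incubated overnight at 37 degrees C in 5% CO2, then exposed to library compounds with dopamine controls for 90 minutes at 37 degrees C before luminescent detection.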
# Mm-Cpn inhibitor – inhibitors of Methanococcus maripaludis chaperonin (MmCpn); Potency, µM (series often up to 76.9 µM), inactives show at the top dose activity, negative = inhibition, hits mostly inhibitors; AID 504842; hit rate 0.031% among 330,000; purified Mm-Cpn ATPase, ADP Transcreener TR-FRET; further: potency means the concentration at half of the fitted maximal effect; on the % scale 0 is the no-effect control and ±100 the full control effect; nearly all actives have a fitted effect of over 80% in size
#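 ATPase turnover read by TR-FRET ADP competition (Eu cryptate antibody/ADP-d2, 665/590 nm): 10uM ATP final, 25nM Mm-CPN final, 30 min 37degC after 10-min compound preincubation, pH 7.4 Tris/KCl/MgCl2/DTT buffer.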
# PTHR1 agonist – agonists of human PTHR1 parathyroid hormone receptor. Q03431. HEK293 GP2 PTHR1 cells, GloSensor cAMP luminescence, 1 h. Potency, µM (highest dose often 115 µM), for the others: at the top dose activation, usual class: activators. hit rate 0.075% among 410,000; further: potency means the concentration at half of the fitted maximal effect; nearly all actives have a fitted effect of over 55% in size; some results filed as inactive show a strong effect at the top dose; inactives centre near -15; many of its hits are not listed in these tables
# Target sequence (Q03431 whole entry, looked up): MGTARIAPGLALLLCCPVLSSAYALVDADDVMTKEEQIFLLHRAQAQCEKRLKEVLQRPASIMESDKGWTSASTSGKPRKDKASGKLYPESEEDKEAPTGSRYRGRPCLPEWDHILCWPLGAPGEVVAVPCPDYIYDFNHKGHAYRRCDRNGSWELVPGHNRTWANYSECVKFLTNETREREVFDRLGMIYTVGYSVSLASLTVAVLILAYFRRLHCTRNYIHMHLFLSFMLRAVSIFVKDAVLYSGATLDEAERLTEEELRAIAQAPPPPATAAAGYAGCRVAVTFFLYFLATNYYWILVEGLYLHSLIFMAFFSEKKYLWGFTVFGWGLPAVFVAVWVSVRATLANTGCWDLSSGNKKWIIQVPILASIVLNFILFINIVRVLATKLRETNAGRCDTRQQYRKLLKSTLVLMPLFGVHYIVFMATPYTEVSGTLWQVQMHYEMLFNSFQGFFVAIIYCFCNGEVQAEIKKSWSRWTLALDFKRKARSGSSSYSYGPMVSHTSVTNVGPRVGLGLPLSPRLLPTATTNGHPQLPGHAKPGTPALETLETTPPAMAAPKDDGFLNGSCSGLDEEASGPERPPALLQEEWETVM
#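 HEK-293-derived GP2 cells expressing PTHR1 and a GloSensor cAMP reporter, 3,000/well, plated overnight, given luciferin plus IBMX (each 0.5 mM as added) for 1 h at 37 °C, then compound for 1 h at 37 °C. Luminescence was read after 15 min at room temperature.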
# EPAC2 antag – blocks human EPAC2 exchange factor; AID 720708; EPAC2 GEF exchange of Rap1B-BODIPY-GDP, fluorescence; Potency, µM (top dose mostly 114 µM), for inactives: at the highest dose activity, negative = inhibition, usual class: inhibitors; hit rate 0.18% among 360,000; further: potency means the concentration at half of the fitted maximal effect; on the % scale 0 is the no-effect control and ±100 the full control effect; nearly all actives have a fitted effect of over 45% in size; many of its hits are not listed in these tables
# EPAC2 agonist – EPAC2 (human) agonism. Q8WZA2. EPAC2 activation, biochemical qHTS; response scale: 100% = 6.5 mM cAMP response. Potency, µM (highest dose often 154 µM), without a hit: at the highest dose activation, hits mostly activators. hit rate 0.079% among 360,000. AID 720711; further: potency means the concentration at half of the fitted maximal effect; nearly all actives have a fitted effect of over 50% in size
#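 EPAC2 (100 nM) mixed with Rap1B loaded with BODIPY-GDP (250 nM) plus 50 uM unlabeled GDP; compounds pinned in, 5 min RT, then read every 5 min for 30 min (ex 480, em 540 nm). Normalized to cAMP control.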
# The depositor's hits bear a star; i = inactive; ? = inconclusive; / = not tested or not shown; & = joins results of further samples; [ ] = remark or other dose. Unless noted, the call rests on the fitted dose curve; in most records, active means well fitted curve in the direction sought with a large enough effect; inconclusive means small, poorly fitted or top-dose-only effect, or another doubt; inactive means no such curve, though single readings can be large; an effect the other way counts as inactive or inconclusive. The list is partial; the hit share may differ from the screen's.
SMILES,Akt phos inh,D3 ag,CCT modulator,D3 antag,Mm-Cpn inhibitor,PTHR1 agonist,EPAC2 antag,EPAC2 agonist
Cc1cc2c(cc1S(=O)(=O)N1CCN(c3ccc(Cl)cc3)CC1)OCCN2C,i,2,0.6,-1,0%,-21%,3%,-7%
COc1ccc([N+](=O)[O-])cc1N(CC(O)CN(CC(C)C)CC(C)C)S(=O)(=O)c1ccc(C)cc1 (stereo not drawn),i,-19,-0.5,-16,-1%,i,-5%,-8%
CC1Cc2ccccc2N1Cc1cc(=O)c(OCC(=O)NCCc2ccccc2)co1 (stereo not drawn),i,-11,2.2,-16,0%,i,-3%,-6%
Cc1ccc(N2C(=O)CC(NNC(=O)Cc3ccc(F)cc3)C2=O)cc1Cl (stereo not drawn),i,6,2.8,14,-5%,i,3%,5%
O=C(CCNS(=O)(=O)c1ccc(Cl)cc1)NCc1cccnc1,i,13,-0.1,5,0%,-13%[57.5 µM],3%,-4%
CC1(C)O[C@@H]2[C@H](O1)[C@@H](CO)O[C@H]2n1c(N2CCCCC2)nc2c(N)ncnc21,i,6,0.1,6,-4%,-23%,2%,4%
Cc1nn2c(NCCCN(C)C)c3c(nc2c1-c1ccccc1)CCC3,i,2,3.7,7,-1%,i,13%,8%
COc1ccc(N2CCN(C(=O)CSc3nnnn3C3CC3)CC2)cc1,i,-4,-1.2,1,-3%,-43%[inhibitor],6%,5%
CCOC(=O)c1ccccc1NC(=O)COC(=O)CN1C(=O)NC2(CCCC2)C1=O,i,2,0.4,14,0%,-6%,3%,-1%
N#Cc1ccc(COC(=O)CSc2nnc(N)s2)cc1,i,1,-0.8,24,0%,17%,8%,-6%

# Some of the entries above in another layout:
SMILES | Akt phos inh | D3 ag | CCT modulator | D3 antag | Mm-Cpn inhibitor | PTHR1 agonist | EPAC2 antag | EPAC2 agonist
Cc1nn2c(NCCCN(C)C)c3c(nc2c1-c1ccccc1)CCC3 | i | 2 | 3.7 | 7 | -1% | i | 13% | 8%
CC1Cc2ccccc2N1Cc1cc(=O)c(OCC(=O)NCCc2ccccc2)co1 (stereo not drawn) | i | -11 | 2.2 | -16 | 0% | i | -3% | -6%

# Next compounds:
SMILES,Akt phos inh,D3 ag,CCT modulator,D3 antag,Mm-Cpn inhibitor,PTHR1 agonist,EPAC2 antag,EPAC2 agonist
C=CCn1c(CCc2cc(C(C)(C)C)c(O)c(C(C)(C)C)c2)n[nH]c1=S,i,-15,0.5,-22,1%,-14%,?,-10%
CC(C)=C1SC(N2CCN(Cc3ccccc3)CC2)=NC1=O,i,1,-0.3,18,2%,i,-2%,-9%
Cc1cc(N(C)C)c(C#N)c(NCc2ccccc2)n1,i,5,-0.9,?,3%,-11%[57.5 µM],1%,-21%
COCCN1C(=O)N[C@@H](c2cccs2)C(C(C)=O)=C1C,i,35*,-0.1,-17,/,i,21%,5%
COC(=O)c1ccccc1NC(=O)c1cc2sccc2n1C,/,2,2.7,-10,?,17%[57.5 µM],1%,-7%
Cc1ccc(C(=O)Nc2nc3ccc(S(C)(=O)=O)cc3s2)o1,i,-1,1.3,22,0%,-42%[inhibitor][57.5 µM],-3%,2%
COc1ccc(Nc2cc3n(c(=O)n2)CCc2cc(OC)c(OC)cc2-3)c(C)c1,i,-1,0.1,-18,-3%,i,-2%,2%
COc1cc(Cl)c(C)cc1NC(=O)COC(=O)CCc1nc2ccccc2c(=O)[nH]1,i,1,-1.3,-3,1%,26%,-7%,0%
O=C(CSc1nnc2ccc3ccccc3n12)N1CCOCC1,i,-5,-1.8,-7,2%,i,6%,0%
COc1ccc2c(c1)CCCC(Br)C2=O (stereo not drawn),i,0,1.0,-7,/,-1%,13%,-5%
O=C(CCNC(=O)c1ccccc1Cl)OCC(=O)c1ccccc1,i,-7,-1.6,-3,0%,-16%,-1%,17%
COc1ccc(OCCC(=O)OCC(=O)NCc2ccccc2)cc1,i,-1,0.1,4,2%,i,4%,0%
O=C(Nc1ccc2c(c1)CCC2)c1cccc(OC(F)F)c1,i,-7,-2.3,3,/,-27%,-10%,19%
CCCCC12CN3CC(C)(CN(C1)C3c1ccc([N+](=O)[O-])o1)C2=O (stereo not drawn),i,2,1.5,-9,1%,-24%,8%,10%
CCOC(=O)c1c(NC(=O)CSc2nnc(C)s2)sc2c1CCC(CC)C2 (stereo not drawn),i,-1,-3.6,-5,-2%,i,-18%,6%
CC1(C)NC(=O)C(CCc2ccccc2)NC1=O (stereo not drawn),i,7,-0.5,6,/,-17%,10%,3%
CCOc1cc(C)c(Cl)cc1S(=O)(=O)n1ccnc1,i,0,-0.7,-19,2%,-17%,-10%,5%
CCOC(=O)c1ccc(NC(=O)c2ncn3c2C(=O)N[C@H](C)C3)cc1,i,2,0.2,20,/,-14%,3%,7%
Nc1ccc(N=Nc2ccccc2)c(N)n1,i,1&0,1.3,10,-7%,-27%,5%,3%
Cc1ccc(NCC(=O)Nc2cccc(F)c2)cc1S(=O)(=O)N1CCCCCC1,i,-29,1.0,5,0%,-33%[inhibitor],-13%,9%
Cc1ccc(OCCNC(=O)c2cccc(S(=O)(=O)NCc3ccccc3)c2)cc1,i,-13,-1.9,6,0%,-38%,?,4%
CC[C@]12C(=O)N(C)C[C@H]([C@@H]3C(=O)N(Cc4ccccc4)C(=O)[C@@H]31)N2C(=O)c1ccc(C(F)(F)F)cc1,i,-17,-5.1,?,/,-22%,-3%,-3%
Cc1cc(NC(=O)Nc2ccc(Cl)c(Cl)c2)no1,i,6,-1.1,12,/,-5%,3%,1%
COc1ccc(C(=O)Nc2cnc3sc(C)nn3c2=O)cc1,i,-2,-1.0,-1,1%,i,4%,-4%
CCOc1ccc(/C=C2\SC(=S)N(NS(=O)(=O)c3ccccc3)C2=O)cc1OC,i,2,0.0,2,-2%,-20%,?,-1%
COc1ccccc1NC(=O)CSc1nc2ccccc2cc1Cc1ccccc1,i,-5,-1.8,7,-7%,i,-5%,8%
Cc1cc(NC(=O)NC(=O)c2ccccc2NC(=O)C(C)N)ccc1Oc1ncc(Br)cn1 (stereo not drawn),i,4,-0.5,13,/,i,2%,4%
CCOCCn1c(N(C)Cc2ccccc2)nc2c1c(=O)[nH]c(=O)n2C,i,0,0.7,10,-1%,2%[57.5 µM],-2%,-5%
O=C(O)CSc1nnc(SCc2cccc3ccccc23)s1,i,-10,-3.1,14,1%,0%[57.5 µM],4%,-7%
O=S(=O)([N-]c1nc2ccccc2nc1-n1cc[n+](Cc2ccccc2)c1)c1ccc(Br)cc1,i,-6,0.8,4,-3%,-18%,1%,5%
O=C(NC(n1ccc(=O)[nH]c1=O)C(Cl)(Cl)Cl)C12CC3CC(CC(C3)C1)C2 (stereo not drawn),i,10,1.4,0,1%,-6%,3%,-3%
O=C(c1cc(-c2ccco2)nc2ccccc12)N1CCN(c2ccc(F)cc2)CC1,i,-1,-0.7,16,-1%,0%,1%,4%
O=C(COC(=O)CC12CC3CC(CC(C3)C1)C2)Nc1cccnc1Cl,i,-6,-1.5,3,0%,-14%,-18%,8%
CCOC(=O)Cc1nnc(-c2ccccc2)o1,i,3,-1.8,-8,1%,-12%,1%,2%
O=C(c1ccoc1)N1CCC2(CC1)Oc1ccc(F)cc1C(=O)C21CC(c2ccccc2)=NO1 (stereo not drawn),i,-13,0.9,3,0%,-12%,-18%,15%
CC(C)[C@H](NC(=O)[C@@H]1Cc2ccccc2CN1C(=O)OC(C)(C)C)C(=O)NC1CCCC1,/,3,-19,-8,-1%,-16%,13%,4%
NC(=O)NC(c1ccccc1)c1ccccc1F (stereo not drawn),i,3,-1.8,18,1%,-2%,10%,7%
CCc1ccc(CNC(=O)CCCC(=O)n2nc(C)c3ccccc32)cc1,i,-6,-0.4,-3,2%,i,-2%,-4%
Cc1cccc(NC(=O)CSc2nccn2C)c1,i,1,1.9,-6,/,-12%[57.5 µM],-8%[57.1 µM],0%
Cc1[nH]c2ccccc2c1C(=O)COc1ccccc1,i,1,-1.9,1,-4%,-8%,-6%,4%
COc1ccccc1-c1cccc([C@@H]2C[C@H]3[C@H](CON3C)CN2C)c1,i,-64,-0.2,?,/,5%,-3%,?
CC1CCN(C(=O)Cc2nn(C)c(=O)c3ccccc23)CC1,i,2,2.5,-8,1%,i,3%,9%
COc1ccc2oc(C(=O)NCC3CCCO3)c(C)c2c1 (stereo not drawn),i,-4,-2.2,14,0%,i,-3%,14%
O=C(CBr)c1ccc([N+](=O)[O-])c(CS(=O)(=O)c2ccc(Cl)cc2)c1,i,3,0.5,-23,2%,i,12%,12%
COCCNC(=O)CN(c1ccc(OC)c(OC)c1)S(=O)(=O)c1ccc(C)cc1,-129%*,3,-6.6,11,-1%,?,10%,6%
CCCc1cc(=O)oc2cc(C)cc(OCC(=O)Nc3ccc(S(N)(=O)=O)cc3)c12,/,0,-2.5,-10,-9%,-12%,9%,6%
COc1ccccc1NS(=O)(=O)c1ccc(C)c(C(=O)N2CCN(c3ccc(O)cc3)CC2)c1,i,-15,-1.6,22,-1%,-22%,18%,-2%
CC(C)NC(=O)c1ccc(COc2ccc(C(C)(C)C)cc2)o1,i,3,2.1,6,3%,-43%[inhibitor],-17%,0%

# An excerpt from further up, as a working copy:
SMILES,Akt phos inh,D3 ag,CCT modulator,D3 antag,Mm-Cpn inhibitor,PTHR1 agonist,EPAC2 antag,EPAC2 agonist
O=C(CBr)c1ccc([N+](=O)[O-])c(CS(=O)(=O)c2ccc(Cl)cc2)c1,i,3,0.5,-23,2%,i,12%,12%
COCCNC(=O)CN(c1ccc(OC)c(OC)c1)S(=O)(=O)c1ccc(C)cc1,-129%*,3,-6.6,11,-1%,?,10%,6%
CCCc1cc(=O)oc2cc(C)cc(OCC(=O)Nc3ccc(S(N)(=O)=O)cc3)c12,/,0,-2.5,-10,-9%,-12%,9%,6%
COc1ccccc1NS(=O)(=O)c1ccc(C)c(C(=O)N2CCN(c3ccc(O)cc3)CC2)c1,i,-15,-1.6,22,-1%,-22%,18%,-2%
CC(C)NC(=O)c1ccc(COc2ccc(C(C)(C)C)cc2)o1,i,3,2.1,6,3%,-43%[inhibitor],-17%,0%
